Source: PubChem (several laboratories)
Efa HMGR inh: inhibitors of class II HMG-CoA reductase from Enterococcus faecalis. purified E. faecalis HMGR, NADPH absorbance 340 nm kinetic. inhibition, % at 10 µM. actives 0.41% (n = 190,000). AID 1066;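 active = inhibition above a set limit, the median over all tested compounds plus 3 SD, cut at about 9.5% in these data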;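 also: enzyme runs in reverse so mevalonate oxidation gives rising NADPH absorbance; 0% = complete reaction with DMSO and 100% = background rate lacking mevalonate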
PMI act hi M6P: activators of human phosphomannose isomerase at near-saturating mannose 6-phosphate | P34949 | coupled PMI enzyme assay, resazurin fluorescence, 20 min; active compounds read high; 1 = untreated enzyme, 0 = substrate-free blank | activation factor at 20 µM | actives 0.34% (n = 190,000);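 active = activation factor of 2 or more at 20 µM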
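Material: human phosphomannose isomerase with PGI, G6PDH, diaphorase coupling enzymes; amount: PMI at 15 ng/mL final; also added: Mannose-6-phosphate 1.0 mM (near-saturating) plus 0.22 mM NADP+; incubation: enzyme reaction with compound 20 min at room temperature; signal: resorufin fluorescence (Ex 544/Em 590 nm) from resazurin via diaphorase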
S1P3 antag: antagonists of human S1P3 receptor; Q99500; CHO S1P3 NFAT-BLA reporter, FRET fluorescence, antagonist mode; AID 485; actives 0.27% (n = 170,000); inhibition, % at 4.98 µM;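 active = inhibition above the plate cutoff, the mean inhibition of test wells on that plate plus 3 SD, cut at about 28% in these data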;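 also: cells challenged with S1P at its EC80 of 0.8 µM; blue over green emission ratio from cleaved BLA substrate after 4 h stimulation; 0% = S1P-stimulated wells and 100% = unstimulated DMSO-only wells; some compounds past the cut are filed as inactive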
Target sequence (Q99500 whole entry, looked up): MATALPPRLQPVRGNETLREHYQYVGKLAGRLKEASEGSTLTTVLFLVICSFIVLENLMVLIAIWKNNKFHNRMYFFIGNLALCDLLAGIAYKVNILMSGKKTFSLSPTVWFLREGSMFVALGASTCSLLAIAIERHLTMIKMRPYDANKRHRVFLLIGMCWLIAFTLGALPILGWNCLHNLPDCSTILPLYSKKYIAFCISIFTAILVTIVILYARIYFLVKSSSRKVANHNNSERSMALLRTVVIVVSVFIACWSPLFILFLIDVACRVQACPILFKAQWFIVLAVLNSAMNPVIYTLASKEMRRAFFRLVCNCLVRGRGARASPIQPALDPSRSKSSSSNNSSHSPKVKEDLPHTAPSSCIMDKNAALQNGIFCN
L major viab: inhibitors of Leishmania major promastigote growth. actives 9% (n = 200,000). Leishmania major promastigotes, resazurin fluorescence viability. inhibition, % at 10 µM; in the data active = inhibition above about 50%;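 also: promastigotes grown with compound for 44 hours at 28 °C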
Redox H2O2 prof: compounds producing H2O2 with reducing agent – biochemical, NIH compound library profiling, artefact control for MLSCN library redox annotation, primary screen; DTT-dependent redox cycling H2O2, phenol red/HRP absorbance; 100% = 100 µM peroxide control, 0% = buffer; activation, % at 10 µM; actives 0.03% (n = 200,000); AID 878;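 active = activation of at least 50% relative to the plate's high and low controls in the primary single-dose screen; inactive = activation below 50%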;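 also: compound incubated with DTT at 0.8 mM final as the reducing agent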
PMI act: activators of human phosphomannose isomerase. actives 0.005% (n = 190,000). purified human PMI, coupled resazurin fluorescence, 20 min; active compounds read high; 1 = vehicle control, 0 substrate-free wells. P34949. activation factor at 20 µM;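 active = activation factor of 2 or more at 20 µM, relative to plate controls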
Hsp70 activator: switches on Hsp70 transcription. activation, % at 10 µM. HeLa Hsp70 promoter luciferase reporter, luminescence; scaled: vehicle 0, proteasome-inhibitor control 100%. AID 1203. actives 0.04% (n = 200,000);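 active = activation above the mean across all tested compounds plus 3 SD, cutoff set per campaign, cut at about 5.5% in these data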;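 also: 100% = MG132 at 30 µM as the positive control and 0% = DMSO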
TNAP inh no acc: inhibitors of human TNAP without phosphate acceptor | P05186 | purified TNAP, CDP-star luminescence, 30 min | inhibition, % at 20 µM | actives 0.26% (n = 200,000);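 active = tissue-nonspecific alkaline phosphatase inhibition above about 50% at 20 µM in the single-dose screen, limit read from the data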;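 also: 0% = DMSO negative control and 100% = EDTA positive control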
Target sequence (P05186 whole entry, looked up): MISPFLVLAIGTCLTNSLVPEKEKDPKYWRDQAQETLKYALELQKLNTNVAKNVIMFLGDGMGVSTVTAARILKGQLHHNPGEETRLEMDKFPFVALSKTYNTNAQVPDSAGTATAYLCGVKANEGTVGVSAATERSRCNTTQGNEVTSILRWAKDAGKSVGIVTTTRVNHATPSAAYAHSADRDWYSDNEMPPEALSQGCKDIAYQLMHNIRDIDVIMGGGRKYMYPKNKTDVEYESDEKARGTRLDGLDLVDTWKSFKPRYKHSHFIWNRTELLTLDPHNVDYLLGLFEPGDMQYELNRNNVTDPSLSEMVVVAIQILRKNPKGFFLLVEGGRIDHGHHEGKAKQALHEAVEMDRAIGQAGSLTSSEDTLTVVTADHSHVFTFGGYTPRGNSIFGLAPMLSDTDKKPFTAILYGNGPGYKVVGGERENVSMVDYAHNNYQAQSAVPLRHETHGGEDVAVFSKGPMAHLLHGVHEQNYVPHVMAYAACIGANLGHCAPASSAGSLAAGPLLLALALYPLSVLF
TNAP inh hi DEA: TNAP (human) inhibition, high acceptor | inhibition, % at 20 µM | actives 0.03% (n = 200,000) | purified TNAP, CDP-star luminescence, 1 M DEA | P05186 | AID 1135;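 active = over 50% inhibition of tissue-nonspecific alkaline phosphatase at 20 µM in the single-dose screen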;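 also: plate controls were DMSO wells for no effect and EDTA-quenched wells as full inhibition for full effect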
RAM inhibit: yeast RAM network inhibition | actives 1.8% (n = 190,000) | S. cerevisiae dse1pr::URA3 reporter, 5-FOA growth OD615, 2 d; analog-sensitive cbk1-as2 kinase mutant strain | AID 868 | inhibition, % at 50 µM;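 active = inhibition above a set limit, 3 SD over mean compound inhibition, cut at about 8.4% in these data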;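 also: 0% = DMSO-only wells with no growth and 100% = 10 µM 1-NA-PP1 full growth; inhibition rescues growth on 5-FOA so higher OD means more RAM inhibition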
* = called active by the depositor; nt = no result given.

SMILES	Efa HMGR inh	PMI act hi M6P	S1P3 antag	L major viab	Redox H2O2 prof	PMI act	Hsp70 activator	TNAP inh no acc	TNAP inh hi DEA	RAM inhibit
CCOC(=O)CSc1nnc(CCc2nc3ccccc3[nH]2)n1C	0.7	1	-34.8	1.4	2.5	1	-0.1	-1.4	-1.0	1.2
CC(NC(=O)CCC(=O)N1CCN(S(=O)(=O)c2ccc(Cl)cc2)CC1)c1ccccc1 (stereo unspecified)	-0.8	1	0.6	49.1	-0.3	1.1	0.0	-7.6	1.9	2.7
CC1=C(/C=N/Nc2ccc([N+](=O)[O-])cc2[N+](=O)[O-])C(C)(C)CCC1	-6.5	1	-4.7	16.5	-0.3	0.9	-0.6	25.3	10.2	4.5
CN(C)CCCSc1nc2ccccc2s1	-5.9	1.3	-8.4	9.3	0.0	1.3	0.1	-10.1	-9.0	1.1
Cc1cc(NC(=S)NC(=O)c2ccccc2)ccc1-c1cc2ccccc2oc1=O	-9.4	0.9	2.6	34.6	0.1	0.9	-0.3	-6.2	5.6	2.2
Cc1ccc(Cl)cc1NC(=S)NCCCSC1CCCCC1	2.9	1	17.4	34.3	-0.7	1	0.1	-27.2	-11.5	7.5
O=C(Nn1cnc2ccccc2c1=O)c1ccccc1	-13.5	1	-2.9	-0.8	-1.8	0.9	-0.2	-3.5	-2.2	1.2
COC(=O)c1cc(Br)c(N)cc1OC	-3.5	1.1	-14.3	-2.1	-1.1	1	-0.3	-16.9	-2.9	0.4
CCCCCCn1c(-c2cccs2)n[nH]c1=S	5.1	1	14.1	-7.6	-1.9	0.9	-0.2	-47.8	-1.0	-1.4
Cc1ccc(C(C(=O)NCc2ccco2)N(C(=O)CNC(=O)c2cccs2)c2c(C)cc(C)cc2C)cc1 (stereo unspecified)	-3.7	1	nt	37.4	0.0	0.9	-0.1	6.5	4.9	3.2
CCCOc1ccc(/C=N/NC(=O)C(=O)Nc2ccccn2)cc1	-1.0	0.9	-16.9	-2.0	-0.1	0.8	-0.3	-73.6	0.1	1.9
Cc1ccccc1-c1nc(CS(=O)CC(=O)NCCN2CCN(Cc3ccccc3)CC2)c(C)o1 (stereo unspecified)	-6.9	1	12.8	-0.2	-5.5	1.1	-0.3	-3.2	-6.1	1.8
CCN1CCN(CC2CC3C=CC2C3)CC1 (stereo unspecified)	-5.7	1	0.7	11.9	0.3	0.9	-0.2	5.7	1.4	1.0
CC(C)NS(=O)(=O)c1ccc(NC(=O)C2CC3C=CC2C3)cc1 (stereo unspecified)	-4.1	1.1	nt	-3.8	-1.5	1	-0.3	-9.0	-4.3	1.9
COCc1nnc(NC(=O)CCN2C(=O)c3ccccc3C2=O)s1	-3.7	1.1	nt	-7.5	2.4	1	-0.4	-7.0	-1.3	0.5
O=C(c1ccco1)N1CCN=C1SCc1ccccc1Cl	-5.7	0.9	3.7	-0.8	-0.8	0.9	-0.2	-8.8	0.1	0.2
C#CCOCCOCCOCCNc1nc(N2CCN(C(=O)[C@H](Cc3cc4ccccc4[nH]3)n3cc([C@@H](N)C(C)CC)nn3)CC2)nc(N2CCN(C(=O)[C@H](Cc3cc4ccccc4[nH]3)n3cc([C@@H](N)Cc4ccc(O)cc4)nn3)CC2)n1 (stereo partly specified)	-2.8	1.1	-2.0	-0.5	0.1	1.2	0.3	-91.2	-11.3	-1.4
Cc1cc([N+](=O)[O-])cc2c1-c1ncccc1C2=Nc1ccccc1	0.6	1	-7.8	-2.6	0.6	0.9	0.2	-10.0	-0.3	3.3
COc1ccc(OCC(=O)Nc2ccc(C)c(S(=O)(=O)N(C)C)c2)cc1	-1.2	1	-18.1	-4.8	-1.2	1.1	0.0	-1.3	-4.3	2.7
O=C(O)Cn1ncn(-c2ccc(OC(F)(F)F)cc2)c1=O	4.2	1.1	-15.4	-3.6	-1.3	1.1	-0.1	-1.4	-3.0	-0.5
O=C(O)c1cc(-c2cccnc2)nn1-c1ccccn1	-1.3	1.1	nt	-1.6	-1.3	1	-0.1	-14.8	-8.1	1.5
CC(C)N(C(=O)COC(=O)c1cccc(C(=O)OCC(=O)N(C(C)C)C(C)C)n1)C(C)C	5.8	1.1	-14.2	-7.4	-1.3	1.1	-0.1	-46.0	-7.8	1.1
Cc1ccc(S(=O)(=O)Oc2ccc(/C=N/N=C3/NC(=O)C(CC(=O)O)S3)cc2)cc1 (stereo unspecified)	nt	1	nt	nt	nt	1	nt	-3.0	-0.9	nt
COc1ccc(NC(=O)Cn2c(-c3ccccc3)cn(-c3ccc(C)cc3)c2=O)cc1	2.6	1	nt	-5.5	0.1	0.9	-0.3	5.3	-5.4	1.6
COc1ccc(OCCNC(=O)c2ccccc2OCC(=O)Nc2ccc(NC(C)=O)cc2)cc1	-1.1	0.8	-7.8	0.4	-0.1	0.9	-0.2	-4.0	-0.2	2.2
COc1ccc(OC)c(/C(O)=C/C(=O)C(=O)Nc2cc(C)cc(C)c2)c1	0.1	1.2	nt	34.8	0.8	1.1	-0.2	-11.0	-1.2	2.7
Cc1[nH][nH]c(=O)c1C(c1ccc2c(c1)OCO2)c1c(C)[nH][nH]c1=O	4.7	0.8	-12.9	25.9	-1.5	1	-0.1	45.5	44.0	0.7
COc1ccc(/C=C2\COc3ccccc3C2=O)cc1OC	-2.9	0.9	-21.2	100.2*	-0.2	0.9	-0.4	-15.9	-1.9	1.4
CCOC(=O)CSc1nc2ccccc2c(=O)n1CC	1.5	1	-7.5	0.1	0.7	0.9	-0.2	-7.6	1.0	0.2
CCSc1ccc(C(=O)Nc2cccc(C)n2)cc1[N+](=O)[O-]	-3.1	0.9	8.0	1.1	0.4	0.9	-0.1	-6.2	-6.1	1.2
CCOC(=O)c1c(C)c(C(=O)NCCCOC(C)C)c(C)n1C	2.4	0.9	-8.4	16.8	0.3	0.9	-0.2	-8.0	-2.3	-1.2
c1ccc(OCCOCCN2CCc3ccccc3C2)cc1	2.1	1.2	3.2	98.0*	0.3	1.1	0.0	10.7	-3.0	0.0

Arranged by molar mass (falling): part of the list above
SMILES	Efa HMGR inh	PMI act hi M6P	S1P3 antag	L major viab	Redox H2O2 prof	PMI act	Hsp70 activator	TNAP inh no acc	TNAP inh hi DEA	RAM inhibit
COc1ccc(OCCNC(=O)c2ccccc2OCC(=O)Nc2ccc(NC(C)=O)cc2)cc1	-1.1	0.8	-7.8	0.4	-0.1	0.9	-0.2	-4.0	-0.2	2.2
Cc1ccc(S(=O)(=O)Oc2ccc(/C=N/N=C3/NC(=O)C(CC(=O)O)S3)cc2)cc1 (stereo unspecified)	nt	1	nt	nt	nt	1	nt	-3.0	-0.9	nt
COc1ccc(OC)c(/C(O)=C/C(=O)C(=O)Nc2cc(C)cc(C)c2)c1	0.1	1.2	nt	34.8	0.8	1.1	-0.2	-11.0	-1.2	2.7
Cc1[nH][nH]c(=O)c1C(c1ccc2c(c1)OCO2)c1c(C)[nH][nH]c1=O	4.7	0.8	-12.9	25.9	-1.5	1	-0.1	45.5	44.0	0.7
CCOC(=O)c1c(C)c(C(=O)NCCCOC(C)C)c(C)n1C	2.4	0.9	-8.4	16.8	0.3	0.9	-0.2	-8.0	-2.3	-1.2
c1ccc(OCCOCCN2CCc3ccccc3C2)cc1	2.1	1.2	3.2	98.0*	0.3	1.1	0.0	10.7	-3.0	0.0
CCOC(=O)CSc1nc2ccccc2c(=O)n1CC	1.5	1	-7.5	0.1	0.7	0.9	-0.2	-7.6	1.0	0.2

Carrying on.
SMILES	Efa HMGR inh	PMI act hi M6P	S1P3 antag	L major viab	Redox H2O2 prof	PMI act	Hsp70 activator	TNAP inh no acc	TNAP inh hi DEA	RAM inhibit
COc1cc(OC)c(NC(=S)NCc2ccc(F)cc2)cc1Cl	0.6	0.7	-13.5	11.6	-0.1	0.8	0.1	-11.8	-6.3	1.8
CC1=CC(=NOC(=O)c2cccc([N+](=O)[O-])c2)C=C(C)C1=O	-11.5	0.8	nt	100.2*	-1.8	0.8	0.0	-1.4	-2.6	0.0
O=c1cc(N2CCCCC2)c(-c2ccccc2)nn1Cc1ccc(Cl)cc1Cl	-3.6	1	nt	15.1	-6.6	1	-0.1	-2.6	-4.4	7.7
O=C(c1oc2ccccc2c1CSCc1ccccc1)N1CCN(c2ncccn2)CC1	-1.2	0.9	38.3	49.9	-0.1	0.9	-0.2	-2.0	-1.0	12.4*
Nc1ccccc1C(=O)NCc1ccccc1	1.9	1	nt	0.5	0.1	1.1	-0.5	1.6	0.2	0.0
N#CC1=C(N)Oc2n[nH]c(-c3ccccc3)c2C12C(=O)Nc1ccccc12 (stereo unspecified)	-5.0	1	nt	-4.2	0.4	0.9	-0.3	5.9	-4.3	1.5
C=CCO/N=C(/CCC)C1=C(N)CC(C)(C)CC1=O	-0.2	1.1	-5.8	0.4	0.2	1	-0.4	-9.0	-4.2	2.2
Cc1cc(C(F)(F)F)nn1CC(=O)NCC1CCCO1 (stereo unspecified)	0.5	1.1	nt	-9.4	0.1	1.1	-0.3	-8.2	-5.4	0.3
CC(On1nnc2ccccc21)C(=O)N1CCN(Cc2ccccc2)CC1 (stereo unspecified)	-5.0	1	-4.8	-9.1	-0.5	1.1	-0.4	-14.2	-4.4	0.1
